SF-1 act: activates the human nuclear receptor SF-1. CHO-K1 Gal4-SF-1 LBD luciferase reporter; % increase over DMSO SF-1-specific signal. activation, % at 10 µM. 65,000 tested, 1.9% active;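 active means activation above the mean activation of all tested compounds plus 3 SD, cut at about 50% in these data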
Target sequence (Q13285 whole entry, looked up, the tested form may be a part): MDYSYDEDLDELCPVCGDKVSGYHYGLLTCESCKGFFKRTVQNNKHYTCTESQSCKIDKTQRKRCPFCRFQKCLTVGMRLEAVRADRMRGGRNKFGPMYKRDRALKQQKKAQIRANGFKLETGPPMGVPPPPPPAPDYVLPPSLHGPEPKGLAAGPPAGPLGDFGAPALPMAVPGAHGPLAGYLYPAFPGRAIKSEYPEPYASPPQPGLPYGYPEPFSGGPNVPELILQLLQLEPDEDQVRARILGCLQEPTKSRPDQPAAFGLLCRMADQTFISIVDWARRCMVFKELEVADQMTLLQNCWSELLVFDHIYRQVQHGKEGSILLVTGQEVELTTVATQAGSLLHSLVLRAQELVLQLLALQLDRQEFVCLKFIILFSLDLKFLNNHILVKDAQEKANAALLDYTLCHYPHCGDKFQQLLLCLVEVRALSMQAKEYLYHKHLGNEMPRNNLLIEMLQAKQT
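Compound – one dose, 10 µM compound, 1% DMSO · Test system – transient Gal4-SF-1 LBD reporter, CHO-K1 · Input – 4,000 cells in each well · Read-out basis – percent activation relative to DMSO median and mock-transfected background · Replicates – single measurement per compound · Technique – steady-glow luciferase luminescence, read after 15 min reagent incubation · Timing – 20 h compound treatment, 37 °C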
Ecoli tolC: blocks growth of E. coli BW25113 tolC mutant | OD615 | growth inhibition, % at 10 µM (by protocol) | 65,000 tested, 2.2% active;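 active means growth inhibition at or above a cutoff equal to the mean over every tested compound plus 3 SD, cut at about 60% in these data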;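 further: growth measured after 20 h incubation at 37 °C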
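signal = optical density read at 615 nm | test system = E. coli ΔtolC::kan strain BW25113 | timing = 20 h compound exposure of bacteria at 37 °C | buffer or medium = LB medium plus 50 µg/mL kanamycin | compound dosing = 10 µM final, single dose | evaluation = % inhibition of E. coli growth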
M1 antagonist: antagonists of rat M1 muscarinic receptor; CHO-M1 cells, Fluo-4 calcium, ACh EC80 antagonist mode; hits give low values; B-score at 10 µM; 64,000 tested, 3.4% active; AID 628;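 active means calcium fluorescence response, raw or row-and-column corrected B-score, differing from the plate sample mean either way at a set confidence level, mostly lower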
NADH coupling: inhibitors of enzymes used to reach an NAD/NADH endpoint; coupled PK/LDH NADH assays, four targets; 65,000 tested, 0.02% active; AID 774; IC50, µM (top dose mostly 10 µM), for inactives: top-dose inhibition;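 active means single-dose screening hits from any of four coupled enzyme assays that gave an IC50 when retested across doses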;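 further: the DPM-DC format reads NADH fluorescence rather than 340 nm absorbance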
E coli RNAP: inhibitors of Escherichia coli RNA polymerase. P0A8V2. E. coli RNA polymerase, fluorescence transcription assay. inhibition, %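 (tested at 10 µM)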. 62,000 tested, 0.2% active. AID 559; in the data active means inhibition above about 20%;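 further: 0% = enzyme without compound and 100% = no enzyme blank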
M1 ag: agonists of M1 muscarinic receptor. CHO-M1 cells, Fluo-4 calcium fluorescence, agonist mode; hits give high values. B-score at 10 µM. 64,000 tested, 3% active;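 active means fluorescence rise, raw or as B-score row- and column-corrected plate score, outside the 99.7% band of its plate's samples, either direction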
RORA act: activators of human nuclear receptor RORA; P35398; CHO-K1 Gal4-RORA LBD luciferase reporter, luminescence; percent increase over mock-subtracted basal signal; activation, % at 10 µM; 65,000 tested, 1.5% active;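 active means activation above the mean of all tested compounds plus 3 SD, cut at about 49% in these data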;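 further: 0% = DMSO-treated RORA cells and 100% = added signal equal to DMSO minus mock-transfected cells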
TNAP act DEA: human TNAP activation, intermediate phosphate acceptor; P05186; purified TNAP, CDP-star luminescence, 100 mM DEA, 30 min; hits give high values; scale: 0 levamisole-inhibited, 1 vehicle-only enzyme; activation factor at 20 µM; 64,000 tested, under 10 active; AID 813;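 active means activation factor of at least 2 at 20 µM, relative to controls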
Target sequence (P05186 whole entry, looked up): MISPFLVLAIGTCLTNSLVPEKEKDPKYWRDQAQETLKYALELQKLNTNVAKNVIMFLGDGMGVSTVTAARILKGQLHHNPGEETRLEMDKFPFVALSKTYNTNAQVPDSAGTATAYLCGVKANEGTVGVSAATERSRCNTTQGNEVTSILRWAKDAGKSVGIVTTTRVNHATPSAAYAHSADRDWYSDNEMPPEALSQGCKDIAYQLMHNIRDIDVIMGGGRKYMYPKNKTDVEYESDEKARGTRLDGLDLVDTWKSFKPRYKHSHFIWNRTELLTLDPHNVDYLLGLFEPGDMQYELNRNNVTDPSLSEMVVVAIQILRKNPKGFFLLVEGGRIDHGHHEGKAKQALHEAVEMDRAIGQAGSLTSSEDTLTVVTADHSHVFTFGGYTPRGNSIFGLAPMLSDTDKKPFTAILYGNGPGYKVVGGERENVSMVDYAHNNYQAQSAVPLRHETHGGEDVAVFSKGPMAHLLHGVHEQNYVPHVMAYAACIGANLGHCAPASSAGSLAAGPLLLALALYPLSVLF
Autofluor 339: intrinsic fluorescence of library compounds, ex339/em460 – biochemical, MLSMR library, data from DPM-DC assay, artefact control, profiling panel; fluorescence fold increase at 10 µM; compound autofluorescence, ex339/em460 nm, NADH buffer; hits give high values; 1 = no-compound wells, NADH background; AID 709; 65,000 tested, 5.5% active;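 active means at 10 µM, mean starting fluorescence two-fold or more over control wells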;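 further: signal is the first read of a kinetic run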
An asterisk follows results filed as active; / = no result given; [ ] = dose if it differs, or a comment.

structure	SF-1 act	Ecoli tolC	M1 antagonist	NADH coupling	E coli RNAP	M1 ag	RORA act	TNAP act DEA	Autofluor 339
Cc1c(C#N)c2ccccc2n1CC(=O)N1CCc2ccccc2C1	-13.0	10.9	0.429	3.0%	1.7	-0.437	5.3	0.8	1.04
CN(C)c1ccc(C(c2nnnn2C(C)(C)C)N2CCN(C(=O)c3ccco3)CC2)cc1 (stereo not drawn)	1.2	-14.1	0.463	4.0%	/	-0.0569	-10.6	1	1.02
CCOC(=O)CSC1=C(C#N)C(c2ccc3c(c2)OCO3)CC(=O)N1 (stereo not drawn)	-21.0	-5.8	0.218	2.0%	6.5	-0.101	10.9	0.8	1.04
CC(=O)c1c(C)[nH]c(C(=O)OCCCCN2C(=O)c3ccccc3C2=O)c1C	-84.3	22.4	-2.41*	6.0%	9.0	6.36*	-77.7	0.9	1.08
COc1ccc(OC)c(NC(=O)CCN2CC(C)OC(C)C2)c1 (stereo not drawn)	13.8	-14.4	/	1.0%	6.4	/	-1.4	0.9	1.15
CCCn1c(C)cc(C(=O)CSc2nnc3n(CCC)c(=O)c4ccccc4n23)c1C	2.0	-3.8	0.395	7.0%	4.1	-0.81	-16.9	0.9	1.04
CCCC(=O)c1ccc(N2CCCCCC2)c(F)c1	18.3	67.7*	0.0737	5.0%	1.4	0.113	24.0	0.9	1.2
O=C(O)CCc1ccc(-c2ccc(F)cc2)n1CCC(=O)O	10.8	-15.6	0.161	2.0%	8.9	0.0227	3.1	1	1.08
CSc1cccc(NC(=O)C2CCCN2S(=O)(=O)c2ccc3c(c2)CCC(=O)N3)c1 (stereo not drawn)	-6.8	8.5	-0.13	2.0%	3.6	-0.926	13.9	0.9	1.03
CC(c1ccccc1)n1cc(C(=O)NCc2cccnc2)nn1 (stereo not drawn)	-9.0	-2.6	-0.0443	0.0%	4.9	-0.184	-2.4	1	1.19
O=C1c2ccccc2C(=O)N1CCCc1nc(-c2ccc(Cl)cc2)no1	13.4	-4.2	-0.142	9.0%	-9.3	0.617	-11.9	0.9	1.14
CCSc1cnc(-c2ccccc2)n1CC	-9.1	12.9	0.16	6.0%	-3.3	0.982	3.0	0.9	1.04
Cc1cc2ncn(-c3ncnc4sc(C)c(C)c34)c2cc1C	1.2	21.9	-0.661	4.0%	4.6	0.308	-1.3	0.8	1.04
COc1ccc(NC(=O)CSc2nnc(Cc3cccn3C)n2-c2ccc(F)cc2)cc1	-20.2	0.6	0.446	2.0%	-9.2	-0.0588	5.9	0.9	1.07
O=C(CN1CCN(Cc2ccc(F)cc2)C1=O)NCc1cccs1	21.8	-14.4	0.464	4.0%	3.2	0.173	7.8	0.9	1.1
O=C1c2ccccc2C(O)N1Cc1ccco1 (stereo not drawn)	6.4	-1.0	0.598	6.0%	7.5	-0.00206	15.5	1	1.07
COc1cccc(OC)c1C(=O)Nc1c(C)n(C)n(-c2ccccc2)c1=O	-19.9	-14.4	0.486	5.0%	9.4	-0.731	-1.8	1	1.07
CC(=O)Nc1cc(C(=O)O)ccc1S(=O)(=O)c1ccc(Cl)cc1	-6.9	-8.1	-0.04	10.0%	5.9	0.289	15.1	0.8	0.86
CCn1cc(C(C)NC(=O)COc2ccc(Cl)cc2C)c(C)n1 (stereo not drawn)	-15.0	12.9	0.0134	11.0%	6.2	0.0142	-14.5	0.9	1.03
O=c1c2c3c(sc2n2cnnc2n1C1CCCCC1)CCC3	-0.3	-3.9	-0.00448	3.0%	7.2	-0.558	-10.4	0.9	1.01

4 entries from above, as labelled records.
canonical_smiles: O=C1c2ccccc2C(O)N1Cc1ccco1 (stereo not drawn)
  SF-1 act: 6.4
  Ecoli tolC: -1.0
  M1 antagonist: 0.598
  NADH coupling: 6.0%
  E coli RNAP: 7.5
  M1 ag: -0.00206
  RORA act: 15.5
  TNAP act DEA: 1
  Autofluor 339: 1.07
canonical_smiles: CC(=O)Nc1cc(C(=O)O)ccc1S(=O)(=O)c1ccc(Cl)cc1
  SF-1 act: -6.9
  Ecoli tolC: -8.1
  M1 antagonist: -0.04
  NADH coupling: 10.0%
  E coli RNAP: 5.9
  M1 ag: 0.289
  RORA act: 15.1
  TNAP act DEA: 0.8
  Autofluor 339: 0.86
canonical_smiles: Cc1c(C#N)c2ccccc2n1CC(=O)N1CCc2ccccc2C1
  SF-1 act: -13.0
  Ecoli tolC: 10.9
  M1 antagonist: 0.429
  NADH coupling: 3.0%
  E coli RNAP: 1.7
  M1 ag: -0.437
  RORA act: 5.3
  TNAP act DEA: 0.8
  Autofluor 339: 1.04
canonical_smiles: O=C(CN1CCN(Cc2ccc(F)cc2)C1=O)NCc1cccs1
  SF-1 act: 21.8
  Ecoli tolC: -14.4
  M1 antagonist: 0.464
  NADH coupling: 4.0%
  E coli RNAP: 3.2
  M1 ag: 0.173
  RORA act: 7.8
  TNAP act DEA: 0.9
  Autofluor 339: 1.1

More compounds
structure	SF-1 act	Ecoli tolC	M1 antagonist	NADH coupling	E coli RNAP	M1 ag	RORA act	TNAP act DEA	Autofluor 339
CCn1c(SCC(=O)Nc2nonc2C)nnc1-c1ccoc1C	-0.4	-14.5	-0.395	8.0%	-2.7	-1.22	11.8	1	1.12
COc1ccc(CN2CCN(C(=O)C3CC(=O)N(C4CCCCCC4)C3)CC2)c(OC)c1OC (stereo not drawn)	22.6	-17.5	-0.363	6.0%	8.7	-0.726	12.5	1	1.04
Cc1[nH]c2ccc(-c3nnc(SCC(=O)N4CCCc5ccccc54)o3)cc2c1C	6.3	16.1	-1.13	14.0%	6.9	44.7*	10.8	0.9	1.98
Cc1cc(C)nc(N(C#N)CN2C(=O)c3ccccc3C2=O)n1	-2.0	14.7	0.668	3.0%	/	1.46	0.9	0.9	1.08
CC(C)c1ccc(NC(=O)C2CC(=O)N(C(C)C)C2)cc1 (stereo not drawn)	6.7	-6.0	-0.206	2.0%	-0.6	-0.182	-17.9	0.9	1.01
CC(C)(C)NS(=O)(=O)c1ccc(OCC(=O)Nc2ccc3c(c2)OCCO3)cc1	1.2	4.9	-0.297	2.0%	1.2	0.0202	-16.4	1	1.14
Cn1cccc1Cc1nnc(SCC(=O)NCC2CCCO2)n1CCc1ccccc1 (stereo not drawn)	-5.3	4.7	0.541	4.0%	-5.6	0.497	-22.1	0.9	1.09
CCc1ccc(NC(=O)C(C)Nc2ccc(S(=O)(=O)NC(C)=O)cc2)cc1 (stereo not drawn)	5.6	-6.6	-0.195	8.0%	9.3	-0.0991	-5.3	1	1.03
O=C1CCCN1CN(C(=O)c1ccc2c(c1)OCO2)c1cccc(Cl)c1	12.8	-8.6	-0.738	3.0%	3.6	0.951	-12.8	1	1.07
CCOC(=O)CN1C(=O)C(O)(C2CCc3ccccc3C2=O)c2ccccc21 (stereo not drawn)	-10.8	-11.4	-0.128	5.0%	10.3	-0.0144	-10.2	0.9	1.13
Cc1cccc(OCc2nnc(N)s2)c1	10.9	0.9	0.338	4.0%	4.3	-0.2	-11.7	0.9	1.09
COc1ccc2cc3cc(C(=O)NCCN4CCN(Cc5ccccc5)CC4)oc3nc2c1	23.0	30.3	-2.2*	8.0%[fluoresces]	-26.4	1	25.1	0.9	5.16*
C=CCOc1nc(-c2ccncc2)nc2ccccc12	-8.0	3.0	0.00245	2.0%	2.6	0.378	-19.2	0.9	1.08
CCc1ccc(C2C(C(C)=O)=C(C(=O)OC)Nc3nnnn32)cc1 (stereo not drawn)	-13.0	-3.2	-1.64	8.0%[fluoresces]	5.4	-0.0232	-24.9	0.9	1.96
O=C(Cn1ncn2c(cc3ccccc32)c1=O)NCc1ccco1	8.6	-0.8	0.607	5.0%	2.8	0.568	-9.4	0.9	1.31
CCOC(OCC)P(=O)(c1ccccc1)c1ccccc1	19.9	-14.5	-0.343	1.0%	9.4	0.62	-1.8	0.9	1.07
COc1cc(C)c(N)cc1C(C)C	-3.2	-3.2	-0.0438	1.0%	5.5	1.06	-4.9	0.8	1.06
CCCSCCCNC(=O)Cn1cc2c(n1)CCCCC2	-16.9	0.6	0.877	4.0%	-0.8	-1.17	0.0	1	1.12
COc1ccc(F)cc1S(=O)(=O)n1cc(C)nc1-c1ccccc1	-12.4	-1.0	-0.139	5.0%	3.5	-0.239	5.5	0.9	1.13
CN(C)C(=O)c1nc(C#N)c(N(C)C)o1	0.3	-8.9	0.0253	14.0%	5.5	-0.126	-5.4	0.9	1.1

Next section.
Each structure is followed by: SF-1 act	Ecoli tolC	M1 antagonist	NADH coupling	E coli RNAP	M1 ag	RORA act	TNAP act DEA	Autofluor 339
> CCCCn1c(=O)cc(O)c2ccccc21
 : 0.7	5.7	/	1.0%	-10.3	/	-2.4	1	1.12
> COc1cccc(OC)c1Oc1ccc(C(F)(F)F)cn1
 : 0.2	-6.2	0.0444	8.0%	10.6	0.13	-14.4	0.9	1.04
> Cc1nc2cc(-c3cccc(F)c3)nn2c(N2CCOCC2)c1C
 : -4.0	-11.8	0.24	9.0%	-0.9	-0.938	-15.0	0.9	1.28
> O=c1c2ccccc2c2ccccc2c(=O)n1Cc1ccco1
 : 12.1	16.9	1.95	7.0%	6.1	0.00311	16.5	0.9	1.12
> Cc1ccc(N(CC(=O)NC2CCC(C)CC2)S(=O)(=O)c2cccnc2)cc1 (stereo not drawn)
 : 0.1	12.7	0.923	10.0%	5.2	-0.127	1.7	1	1.06
> COc1cccc(C2N(c3cccc(Cl)c3)C(=O)C3CCCN32)c1OC (stereo not drawn)
 : -7.5	-6.5	0.17	4.0%	0.1	0.134	-1.6	1	1.1
> Cc1c(NS(C)(=O)=O)c(=O)n(-c2ccccc2)n1C
 : 4.9	-12.5	-1.14	8.0%	7.5	-1.04	9.9	1	1.06
> CCNS(=O)(=O)c1ccc(NC(=O)Nc2cccc(C(F)(F)F)c2)cc1
 : -12.0	56.7	-0.686	5.0%	5.7	1.26	-0.8	1	1.12
> Cc1nn(Cc2ccccc2)c(Cl)c1C(=O)OC1CCOC1=O (stereo not drawn)
 : 6.5	-8.1	-0.83	2.0%	2.4	-0.186	-1.7	0.9	1.07
> Clc1ccc(Cn2ncc3c(NCc4cccnc4)ncnc32)cc1
 : -9.3	18.6	-0.714	2.0%	10.6	0.289	-4.2	0.9	1.04
> CC(C)(C)Nc1nc(NC(C)(C)C)nc(-n2ccnc2)n1
 : -14.1	43.5	-0.279	1.0%	6.1	1.06	9.8	1	1.03
> O=C(COc1ccccc1)c1cn(CC(=O)N2CCOCC2)c2ccccc12
 : 3.5	1.8	0.0765	2.0%	6.5	0.164	1.3	1	1.07
> Cc1cc(C)nc(N2CCC(C(=O)O)CC2)n1
 : -2.2	-24.1	0.28	7.0%	5.6	-0.381	-9.9	0.9	1.4
> COC(=O)C(Cc1ccccc1)NC(=O)CSc1nc(N)cc(=O)[nH]1 (stereo not drawn)
 : -5.6	-14.6	0.00914	7.0%	3.2	0.309	19.7	1	1.05
> CCOc1ccccc1C(=O)Nc1ccc2nc(N3CCN(c4ncccn4)CC3)cc(C)c2c1
 : 19.6	17.1	-0.278	7.0%[fluoresces]	-0.2	1.08	10.8	1	2.23*

Bioassay records from PubChem.
